# PriA SSB inh: inhibitors of Klebsiella pneumoniae PriA binding to SSB C-terminal tail; AlphaScreen SSBct-PriA binding, biotinylated peptide; inhibition, % at 33 µM; 430,000 compounds, 0.6% hits; in the data active = inhibition mostly above about 37%, no sharp cut-off; inactive = mostly below about 20%;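 also: plate controls were negative control peptide for no effect and reference peptide for full effect; strong numbers were not always called active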
# An asterisk follows results filed as active; i = inactive; & = joins results of further samples. An excerpt, so the mix of outcomes need not match the whole.
cpd | Molecule | PriA SSB inh
1 | O=[N+]([O-])c1ccc(C=NN=Cc2ccc([N+](=O)[O-])o2)o1 | -3
2 | COCCCNC(=O)c1c(N)n(N=Cc2cccs2)c2nc3ccccc3nc12 | -21
3 | CC(C)=CCc1c(-c2ccc(O)cc2O)oc2cc3c(c(O)c2c1=O)C=CC(C)(C)O3 | -7
4 | CCCC(=O)Nc1cc(-c2cn3nc(OC)ccc3n2)ccc1C | -17
5 | COc1ccc(C(=O)NN=Cc2ccc(N(C)c3ccccc3)cc2)cc1 | -4
6 | COc1ccc(CC(=O)Nc2cc(-c3cccs3)nn2-c2nc(C)c(C)c(=O)[nH]2)cc1 | -22
7 | CCOC(=O)N1CCN(C(=O)Cc2csc(Nc3ccc(F)cc3)n2)CC1 | -2
8 | CCn1ccc(C(=O)Nc2nc(-c3ccc(OC)c(C)c3)cs2)n1 | -3
9 | COC(=O)C(=Nc1ccccc1)C(C(=O)C(=O)N(C)c1ccccc1)=C(O)c1ccccc1 | -4
10 | COc1ccc(CCC(=O)Nc2cc(N3CCN(Cc4ccccc4)CC3)ncn2)cc1 | 21
11 | CCOc1ccc2ccccc2c1C(=O)Nc1ccc2c(c1)OCC(C)(C)C(=O)N2C | -11
12 | CC(O)(CNC(=O)C1(c2cccs2)CCCC1)c1cc2ccccc2s1 (configuration not stated) | 18
13 | Cc1nc2c(sc3ccccc32)c(=O)n1CC(=O)NCc1ccc2c(c1)OCO2 | -4
14 | COc1cc(NC(=O)Cn2nc(SC)c(-c3nc(-c4ccccc4)no3)c2N)cc(OC)c1 | -1
15 | C/C(Cl)=C/CSc1nc2c(c(=O)n(Cc3ccc(Cl)cc3)c(=O)n2C)n1C | -11
16 | COc1ccc(N2CC(NC(=O)NCc3cccs3)CC2=O)cc1OC (configuration not stated) | 4
17 | O=C(Cc1csc(NC(=O)c2ccc(=O)[nH]c2)n1)NCC1CCCO1 (configuration not stated) | -12
18 | CC12CCC3C(CCC4CCCCC43C)C1C/C(=C\c1ccc([N+](=O)[O-])cc1)C2=O (configuration not stated) | -8
19 | COc1ccc(C2CCCCN(C(=O)C(CCSC)NC(C)=O)C2)cc1 (configuration not stated) | 7
20 | CCOc1cc(/C=C(\C#N)c2nc3ccc(C)cc3[nH]2)cc(I)c1O | 17
21 | COC(=O)c1cc(OC)c(OC)cc1NC(=O)c1ccc2noc(-c3ccc(Cl)cc3)c2c1 | -8
22 | NCC1CCN(C(=O)c2cc3ccccc3o2)CC1 | -1
23 | COc1ccc(C(=O)CSc2cc(C)nc3c(-c4ccccc4)cnn23)cc1OC | -5&-4
24 | O=C(Nc1ccc2c(c1)OCO2)c1ccc(=O)n(Cc2cccc(F)c2)n1 | 17*

# Two entries from above, with each value named:
19) COc1ccc(C2CCCCN(C(=O)C(CCSC)NC(C)=O)C2)cc1 (configuration not stated)
  PriA SSB inh: 7

20) CCOc1cc(/C=C(\C#N)c2nc3ccc(C)cc3[nH]2)cc(I)c1O
  PriA SSB inh: 17

# Later entries
cpd | Molecule | PriA SSB inh
25 | COc1ccc(/C=C2\SC(=O)NC2=N)cc1OC | 9
26 | COc1ccccc1OCCNc1ncc2c(=O)n(-c3ccccc3F)c(=O)[nH]c2n1 | 0
27 | O=C(Cc1cccc(C(F)(F)F)c1)N1CCN(c2nccn3nc4c(c23)CCCC4)CC1 | 0
28 | CN(C)CC1CSCCCN1C(=O)Cn1c(=O)oc2ccccc21 (configuration not stated) | -18
29 | CC(=NNC(=S)NCc1ccccc1)c1ccccc1 | 14
30 | FC(F)(F)Oc1ccccc1CN1CC(c2nc(-c3cccs3)no2)C1 | -28
31 | Cc1ccc(S(=O)(=O)N2CCN(CCn3nc(-c4ccccc4)ccc3=O)CC2)s1 | -3
32 | O=S(=O)(C1CCCCC1)N1CCCCC(c2ccccc2)C1 (configuration not stated) | -11
33 | O=c1c2ccccc2oc2nc(C3CCCCC3)n(CCc3ccccc3)c(=O)c12 | -5
34 | N#C/C(C(N)=O)=C1/SC(Cc2cccc([N+](=O)[O-])c2)C(=O)N1c1ccccc1 (configuration not stated) | -11
35 | CCOc1ccccc1NC(=O)Cc1csc(NC(=O)C2CCC(=O)N2)n1 (configuration not stated) | -12
36 | Cc1cccc2sc(NC(=O)Cc3ccc4c(c3)OCO4)nc12 | -9
37 | CC(=O)Nc1nc(-c2cc3ccccc3o2)cs1 | -3
38 | O=C1OC2(CCN(C(=O)c3cc(C4CC4)on3)CC2)c2ccccc21 | 3
39 | O=C(Nc1ccc(SCC(=O)N2CCOCC2)nn1)c1ccco1 | -1
40 | O=C(c1ccc2nsnc2c1)N(CCc1ccccc1)Cc1ccccn1 | -8
41 | O=c1oc2ccccc2n1Cc1ccccc1OCc1ccccc1 | -14&-4
42 | O=C(CCCSc1ccc(NC(=O)c2cccs2)nn1)Nc1ccccc1F | 1
43 | Cc1cc(C)n(CC(=O)NCc2ccc(Cl)cc2)c(=O)c1-c1nc(-c2cccc(Cl)c2)no1 | -5
44 | Cn1cccc1CN(Cc1cccs1)C(=O)C1(c2ccccc2)CCOCC1 | 17
45 | O=C(NCCc1cccs1)c1ncc(-c2ccccc2)o1 | -20
46 | O=C(CNC(=O)C1COc2ccccc2O1)NN=Cc1ccc(Br)cc1 (configuration not stated) | 5
47 | Cn1nc(C2CCN(S(=O)(=O)C3CC3)CC2)n(C2CC2)c1=O | -9
48 | COc1cc(C(C)=O)ccc1OCC(=O)Nc1cc(-n2nc(C)cc2C)ncn1 | -2
49 | O=C(COc1ccc(Cl)cc1)NCC1CCN(Cc2ccccc2)CC1 | -4
50 | O=C(CN1CCN(CCn2ccnc2-c2ccccc2)CC1)Nc1ccc(F)cc1F | -20
51 | Cc1nc(-c2cccnc2)sc1-c1ccc(SCC(=O)Nc2ccc(Cl)cc2)nn1 | -10
52 | CCOc1ccc(-c2cc(C(=O)Nc3ccccc3-c3cn4ccsc4n3)n(C)n2)cc1 | -4
53 | O=C(NCCn1ncc2c(=O)n(Cc3cccc(F)c3)cnc21)c1ccc(Cl)cc1 | -9
54 | O=C(Nc1ccc(-c2ccn[nH]2)cc1)c1cccc(Oc2ccccn2)c1 | -22
55 | CCOC(=O)NCC(O)(c1ccccc1)C1CC1 (configuration not stated) | 2
56 | O=S(=O)(Nc1ccc2c(c1)OCCO2)c1cccc(Cl)c1 | -1
57 | Cc1ccc(Nc2nc(N3CCCC3)nc(N3CCCC3)n2)cc1Cl | -6
58 | N#Cc1cccc(Cn2cccc2-c2nc(-c3ccc(Br)cc3)no2)c1 | 1
59 | Cc1ccccc1C(=O)NCCOc1ccc2nnc(-c3ccccc3Cl)n2n1 | -10
60 | S=C(N=c1sccn1Cc1ccccc1)NC1CC1 | 6
61 | Cc1cc(CNC(=O)Nc2ccc(C(C)(C)C)cc2)c(C)o1 | -6
62 | O=S(=O)(NCc1ccnc(-c2ccsc2)c1)c1ccccc1Br | -4
63 | Cn1nc(-c2ccc(F)cc2F)cc1C(=O)O | -11
64 | COc1ncc(NS(=O)(=O)c2cccs2)c(OC)n1 | -3
65 | COc1ccccc1C(=O)Nc1ccc2nc(-c3ccc(Cl)cc3)cc(OCC(N)=O)c2c1 | -26
66 | CN(C)c1ccc(C(=O)NCCCS(=O)(=O)N2CCN(c3ccccc3)CC2)cc1 | -14
67 | COc1ccccc1CNC(=O)c1ccc(Cn2c(C)nc3ccccc32)o1 | -6
68 | CC[C@@](CNS(C)(=O)=O)(OC)c1ccccc1 | -5
69 | COc1ccc(C(O)=C2C(=O)C(=O)N(CCN3CCNCC3)C2c2cccc([N+](=O)[O-])c2)cc1 (configuration not stated) | 0
70 | Cc1nnc(Nc2cccnc2)[nH]c1=O | -8
71 | COc1ccc2c(c1[N+](=O)[O-])CCCC2=NOC(=O)c1cccc2ccccc12 | 4
72 | Cc1ccc(S(=O)(=O)c2cnc3ccccc3c2N2CCN(c3ccccc3F)CC2)cc1C | 5
73 | Cc1cccc(-c2nnc3c(=O)n(-c4ccc(F)cc4)ccn23)c1 | 0
74 | C/C(C=NNC(=O)CCn1nnc2ccccc21)=C\c1ccccc1 | -11
75 | O=C(Cc1ccc(Cl)cc1)Nc1ccc2c(c1)CN(C(=O)C1CC1)CC2 | -1&3
76 | COc1ccc2nc(C)cc(SCC(=O)NN=Cc3ccc(O)cc3O)c2c1 | -14
77 | Clc1cc(I)cc2cccnc12 | -3
78 | C=CCNC(=O)C1(c2cccs2)CCOCC1 | -1
79 | COc1ccccc1C(=O)NCc1ccnc(-c2cccs2)c1 | -8
80 | COc1ccc(S(=O)(=O)NCCNC(=O)c2ccc(NC(C)=O)cc2)c(OC)c1 | -12&5

# In a second layout: results already given
75	O=C(Cc1ccc(Cl)cc1)Nc1ccc2c(c1)CN(C(=O)C1CC1)CC2
  PriA SSB inh = -1&3

76	COc1ccc2nc(C)cc(SCC(=O)NN=Cc3ccc(O)cc3O)c2c1
  PriA SSB inh = -14

77	Clc1cc(I)cc2cccnc12
  PriA SSB inh = -3

78	C=CCNC(=O)C1(c2cccs2)CCOCC1
  PriA SSB inh = -1

# (continued)
cpd | Molecule | PriA SSB inh
81 | O=C(OCc1cc(-c2ccccc2F)on1)c1cccs1 | -16
82 | Cc1ccccc1-c1ccc(N2CCN(C(=O)c3ccc(S(N)(=O)=O)cc3)CC2)nn1 | -5&-1
83 | Cc1ccc(-c2ccc(/C=C3/SC(=S)N(CCS(=O)(=O)O)C3=O)o2)c([N+](=O)[O-])c1 | 9
84 | Cc1ccc(C)c(Sc2cc(N3CCC(C(=O)NCCC4=CCCCC4)CC3)ncn2)c1 | -3
85 | Clc1cc(-c2ccc(C=Nn3cnnc3)o2)ccc1Br | -13
86 | O=C(CN1C(=O)c2ccccc2C1=O)Nc1nc2ccc(Br)cc2s1 | -5
87 | Cc1ccc(CNC(=O)c2sc(=S)n(-c3ccc(C)cc3)c2N)cc1 | 30
88 | O=C(NCCOc1ccc2nnc(-c3ccccc3)n2n1)NC1CCCCC1 | -7&4
89 | Cc1nc(SCC(=O)Nc2c(Cl)cccc2Cl)c2cc(-c3ccccc3)sc2n1 | -5
90 | Cc1cccc(S(=O)(=O)NCC(=O)N2CC(S(=O)(=O)CC(C)C)C2)c1 | -19
91 | CC(=NNC(N)=O)C1CC(CC(C)C)C(=O)O1 (configuration not stated) | -17
92 | O=C(CSc1ncc(-c2ccc(Cl)cc2)o1)N1CCN(c2ccc(F)cc2)CC1 | -18
93 | COC(=O)c1ccc(C(=O)N=c2sc3cc4c(cc3n2C)OCO4)cc1 | 0
94 | Cc1cc(C(=O)NCC(Cc2cccc(F)c2)N2CCCC2=O)c(C)o1 (configuration not stated) | -2
95 | CCOC(=O)c1c[nH]c(=O)n(C)c1=O | -18
96 | O=C(Nc1nnc(SCc2ccc(C(F)(F)F)cc2)s1)c1ccc(F)cc1 | -5
97 | COc1ccc(CC(=O)NCc2nnc(SCC(=O)Nc3nnc(C)s3)n2-c2ccc(F)cc2)cc1 | -11
98 | O=C(Cc1ccc(-c2ccccc2)cc1)NC[C@H]1CCS(=O)(=O)C1 | -15
99 | O=C(Nc1ccc(F)cc1)Nc1ccc(CN2CCN(c3ccccn3)CC2)cc1 | 1
100 | O=C(NCC[C@H](O)c1cccs1)c1ccccc1Br | -20
101 | COc1ccc(SCCC(=O)Nc2nc(-c3ccc(OC)cc3)c(C)s2)cc1 | 8
102 | O=C(CSc1nnc(-c2ccco2)n1-n1cccc1)Nc1ccc(F)c(Cl)c1 | -5
103 | O=c1c2[nH]c3ccccc3c2nc(SCc2ccccn2)n1-c1ccccc1F | 21
104 | O=C(Cc1ccc(F)cc1)NCc1cc(-c2ccc(F)cc2F)on1 | -18
105 | O=C(Nc1ccc(-c2ccc3nnc(-c4cccs4)n3n2)cc1)c1ccc(F)cc1F | -3&2
106 | O=C(CC1CCCCN1S(=O)(=O)c1ccccc1)NCc1cccs1 (configuration not stated) | 10
107 | Cc1ccc2c(c1)NC(=O)c1cc(NS(=O)(=O)c3ccccc3Br)ccc1O2 | 8
108 | CS(=O)(=O)c1ccccc1C(=O)Nc1nnc(-c2cc(Cl)sc2Cl)o1 | -1
109 | CC(C)(C)c1cc(=O)n2c(n1)SC[C@@H](C(=O)N1CCN(c3ccc(F)cc3)CC1)C2 | -2
110 | Cn1cc(S(=O)(=O)NCC2CCN(S(=O)(=O)C3CC3)CC2)cn1 | -12
111 | Cc1ccc(S(=O)(=O)NN=Cc2cc([N+](=O)[O-])ccc2Cl)cc1 | -2
112 | O=C(c1cc2ccccc2[nH]1)N1CCN(c2cc(C(F)(F)F)ncn2)CC1 | -25
113 | COc1ccc(C(=O)N/N=C(\c2ccccc2)c2ccccn2)cc1OC | i
114 | CCSc1ccc(CC(=O)Nc2nnc(-c3cccnc3)o2)cc1 | 12
115 | O=C(COc1ccc(C=NNC(=O)c2ccc(O)cc2)cc1)Nc1ccc([N+](=O)[O-])cc1 | 2
116 | O=C(CCc1ccc(C(F)(F)F)cc1)N(CCc1cccs1)C1CC1 | 7
117 | COc1ccc(C(C)(C)C)cc1S(=O)(=O)NCCNc1cc(-n2ccnc2C)ncn1 | -9
118 | O=C(NCc1ccncc1)C1CCN(c2nc3ccsc3c(=O)n2Cc2ccc(F)cc2)CC1 | -8
119 | CN(C)CCN1C(=O)C(=O)C(=C(O)c2ccc(S(=O)(=O)N3CCOCC3)cc2)C1c1ccc(Br)cc1 (configuration not stated) | -10
120 | O=C(ON=C(c1ccccc1)c1ccccn1)c1cccc2ccccc12 | -8
121 | CS(=O)(=O)N1CCCc2ccc(NC(=O)C(=O)NCC3CCN(S(=O)(=O)C4CC4)CC3)cc21 | 14
122 | O=C(Nc1ccccc1Cl)Nc1c[nH]c2ccccc12 | 16
123 | Cc1nn(C)cc1C=NO | -12
124 | COc1ccc(-c2cnc(SCC(=O)NCc3ccc4c(c3)OCO4)n2C)cc1 | 13
125 | C=CCn1c(SCCC(=O)Nc2ccc(OC)cc2)nc2sc3c(c2c1=O)CCCCC3 | -9
126 | Cc1ccc(C)c(S(=O)(=O)N2CCC[C@@H]2CNC(=O)C(=O)NCCc2c[nH]c3ccccc23)c1 | 1
127 | Cc1ccc(SCc2cc(=O)[nH]c(N=C(N)Nc3ccc(C)c(C)c3)n2)cc1 | -29
128 | CC(C)NC(=O)c1ccoc1COc1ccccc1 | -7&-3
129 | O=C(NN=Cc1ccc(N2CCOCC2)o1)c1cccc(F)c1 | -8
130 | CCOc1cc(C(=O)NCC(=O)N/N=C\c2sccc2C)cc(OCC)c1OCC | -2
131 | Cn1nc(CNS(=O)(=O)C2CC2)cc1-c1ccccn1 | -1
